3T3 cytotox: cytotoxic compounds in NIH 3T3 cells; 4.3% of 94,000 active; NIH 3T3 viability, CellTiter-Glo ATP luminescence, 48-72 h; Potency, µM (titrated, usually from 96.7 µM), for inactives: top-dose activity change, negative = cytotoxicity, usual class: inhibitors; AID 1345082; further: potency means the concentration at half of the fitted maximal effect; nearly all actives have a fitted effect of over 55% in size
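Mouse fibroblast NIH 3T3 cells, 400 per well, received compound via pintool and were incubated for 48 or 72 hr prior to CellTiter-Glo ATP luminescence measurement.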
FLuc inh: inhibitors of firefly (Photinus pyralis) luciferase | 2.5% of 76,000 active | P08659 | purified P. pyralis luciferase, luminescence, biochemical | Potency, µM (top dose mostly 115 µM), without a hit: at the highest dose activity change, negative = inhibition, most hits filed as inhibitors; further: potency means the concentration at half of the fitted maximal effect; nearly all actives have a fitted effect of over 65% in size
Target sequence (P08659 whole entry, looked up): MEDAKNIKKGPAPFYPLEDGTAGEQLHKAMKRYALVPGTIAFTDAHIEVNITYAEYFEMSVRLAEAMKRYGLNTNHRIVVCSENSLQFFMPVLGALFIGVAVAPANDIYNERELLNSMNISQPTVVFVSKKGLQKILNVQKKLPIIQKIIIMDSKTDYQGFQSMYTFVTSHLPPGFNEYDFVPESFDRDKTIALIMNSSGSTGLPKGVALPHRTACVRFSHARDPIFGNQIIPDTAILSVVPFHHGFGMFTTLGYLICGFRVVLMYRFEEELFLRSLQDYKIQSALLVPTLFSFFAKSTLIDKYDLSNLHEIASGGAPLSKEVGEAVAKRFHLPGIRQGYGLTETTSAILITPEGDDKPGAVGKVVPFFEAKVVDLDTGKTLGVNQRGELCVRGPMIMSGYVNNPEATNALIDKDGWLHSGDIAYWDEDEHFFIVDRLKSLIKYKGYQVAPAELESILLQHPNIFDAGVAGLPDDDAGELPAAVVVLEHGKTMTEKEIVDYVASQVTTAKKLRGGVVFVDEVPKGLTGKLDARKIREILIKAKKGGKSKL
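Purified P. pyralis luciferase (10nM final) in 50mM Tris acetate pH 7.5, 10mM Mg acetate, 0.01% Tween-20, 0.05% BSA with 10uM D-luciferin and 10uM ATP. Compounds titrated qHTS. Luminescence imaged on CCD.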
SNCA expr inh: reduces expression of the alpha-synuclein gene | Potency, µM (doses to about 57.2 µM), for the others: at the top dose activity change, negative = inhibition, hits mostly inhibitors | HEK-293 SNCA-luciferase knock-in, luminescence, 24 h | 0.17% of 140,000 active;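 further: potency means the concentration at half of the fitted maximal effect; plate controls were DMSO cells for no effect and cell-free wells for full effect; nearly all actives have a fitted effect of over 45% in size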
IP6K1 inh: blocks human inositol hexakisphosphate kinase 1; IP6K1 kinase, ADP-Glo luminescence, 2 h; active compounds read low; activity change, % (series mostly up to about 58 µM); Q92551; AID 1645851; 0.81% of 140,000 active; in the data active means activity change below about -25%
Target sequence (Q92551 whole entry, looked up): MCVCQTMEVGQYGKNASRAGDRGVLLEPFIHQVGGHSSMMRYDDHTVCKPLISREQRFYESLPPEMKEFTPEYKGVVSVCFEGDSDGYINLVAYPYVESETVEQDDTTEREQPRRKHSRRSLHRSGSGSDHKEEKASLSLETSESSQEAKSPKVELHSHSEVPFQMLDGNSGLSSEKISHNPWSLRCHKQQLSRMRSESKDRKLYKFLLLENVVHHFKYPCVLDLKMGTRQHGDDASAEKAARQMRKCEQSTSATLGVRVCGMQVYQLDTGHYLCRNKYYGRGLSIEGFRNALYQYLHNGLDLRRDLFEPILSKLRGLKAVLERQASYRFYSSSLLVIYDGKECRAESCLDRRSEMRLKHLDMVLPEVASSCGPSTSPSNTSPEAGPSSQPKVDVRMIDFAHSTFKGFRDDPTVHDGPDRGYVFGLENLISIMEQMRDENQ
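ADP-Glo luminescence measures ADP made by human IP6K1 during a 2 h RT reaction with ATP/IP6 (mix at 1.3 mM/130 uM); top library doses 57.5 and 19.1 uM final.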
SNCA viab count: cell viability loss counter-screen. 0.12% of 150,000 active. Potency, µM (doses to about 57.1 µM), for inactives: top-dose activity change, negative = cytotoxicity, usual class: cytotoxic. AID 1671193. HEK-293-SNCA-luc viability, GF-AFC fluorescence, 24 h;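 further: potency means the concentration at half of the fitted maximal effect; 0% = DMSO-treated cells and -100% = medium-only wells without cells; nearly all actives have a fitted effect of over 30% in size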
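Cytotoxicity counterscreen: after 24 h compound treatment of genome-edited SNCA-luciferase HEK-293 cells, live-cell protease substrate GF-AFC read by fluorescence after 30 min; activity scaled between DMSO (0%) and medium-only (-100%), curves Hill-fitted.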
HEK cytotox: HEK 293 cell cytotoxicity. HEK 293 viability, ATP luminescence (CellTiter-Glo), 48-72 h. Potency, µM (series often up to 115 µM), without a hit: at the highest dose activity change, negative = cytotoxicity, usual class: inhibitors. 6.6% of 94,000 active; further: potency means the concentration at half of the fitted maximal effect; nearly all actives have a fitted effect of over 60% in size
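Cytotoxicity was scored by loss of ATP-coupled luminescence (CellTiter-Glo) in HEK 293 cells. Compound treatment ran 48 or 72 hr at 37 degree Celsius, 5% CO2, 95% humidity.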
GPT2 inh: GPT2 alanine aminotransferase inhibition | Q8TD30 | Recombinant GPT2, coupled pyruvate oxidase/HRP Amplex Red fluorescence | Potency, µM (titrated, usually from 57.7 µM), inactives show at the top dose activity change, negative = inhibition, hits mostly inhibitors | 0.25% of 100,000 active | AID 1671188; further: potency means the concentration at half of the fitted maximal effect; nearly all actives have a fitted effect of over 60% in size; many of its hits are not listed in these tables
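Fluorescence of coupled pyruvate oxidase/HRP/Amplex Red system (50uM Amplex, 30 min, dark) reports pyruvate formed by GPT2. Enzyme reaction: 10ng/uL GPT2, 2mM L-alanine, 250uM a-KG, 30 min room temperature, pH 7.5; 50uM AOA control.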
The depositor's hits bear a star; i = inactive; u = inconclusive; x = no result given; ! = not confirmed by another sample; [ ] = another dose, or the depositor's remark. Unless noted, the call rests on the fitted dose curve; in most records, active means well fitted curve in the direction sought with a large enough effect; inconclusive means small, poorly fitted or top-dose-only effect, or another doubt; inactive means no such curve, though single readings can be large; an effect the other way counts as inactive or inconclusive. Unless noted, on the % scale 0 is the no-effect control and ±100 the full control effect. Some of the compounds tested; rates above refer to the full screens.

SMILES	3T3 cytotox	FLuc inh	SNCA expr inh	IP6K1 inh	SNCA viab count	HEK cytotox	GPT2 inh
Cc1ccc(C(=O)NC[C@H]2C[C@@H]3CCN2C[C@@H]3c2cc(-c3cccs3)nc(C)n2)cc1	28µM*	-6%[172 µM]	u	19	u	u	i
COc1cc2c(cc1OC1CCCC1)NC(=O)C21CCN(Cc2nccs2)CC1	u	7%[172 µM]	-14%[87.6 µM]	-20	-4%[87.6 µM]	100µM*	i
CC(C)c1nccn1C(C)C(=O)N1CCC(C#N)(c2ccccc2)CC1 (stereo unspecified)	u	-4%	10%	0	0%	u	3%
CCOC(=O)CC(SP(=S)(OC)OC)C(=O)OCC (stereo unspecified)	x	x	2%[25.6 µM]	-70*!	-5%[23.9 µM]	x	u
Cn1cnc(CCN)c1	x	x	2%	x	6%	x	-18%
c1cncc(C2=NOC3(CCN(C4COC4)CC3)C2)c1	-10%[138 µM]	x	20%[87.6 µM]	-6	2%[87.6 µM]	-16%[172 µM]	-2%[88.5 µM]
O=C(c1ccc(F)cc1)N1C[C@@H]2C[C@H](C1)c1ccc(-c3cncnc3)c(=O)n1C2	2%[174 µM]	3%[172 µM]	22%[87.6 µM]	0	2%[87.6 µM]	-6%[172 µM]	-1%[88.5 µM]
O=S(=O)(c1ccccc1F)N1CCOc2c(N3CCNCC3)cccc21	x	x	x	13	-19%	x	u
CC[C@H]1CN2CC[C@H]1C[C@@H]2CNC(=O)COc1ccccc1	-15%[174 µM]	0%[172 µM]	-23%[87.6 µM]	11	-4%[87.6 µM]	-5%[172 µM]	5%[88.5 µM]
CC(C)(O)c1cn(C[C@H]2C[C@@H]3CCN2C[C@@H]3C(=O)Nc2ccccc2)nn1	-12%[174 µM]	-1%[172 µM]	u	-1	-3%[87.6 µM]	1%[172 µM]	-2%[88.5 µM]
Cc1ccccc1-c1ccc2n(c1=O)C[C@H]1C[C@@H]2CN(C(=O)CCC(=O)O)C1	1%[174 µM]	10%[172 µM]	1%[87.6 µM]	21	-3%[87.6 µM]	-9%[172 µM]	u
COCC1CN(Cc2cccnc2)CC12CCNCC2 (stereo unspecified)	1%	-10%	23%	8	3%	5%	-20%
COc1ccc(S(=O)(=O)N2C[C@@H]3C[C@H](C2)c2ccc(-c4ccccc4C)c(=O)n2C3)cc1	-9%	4%	-3%	39	2%	-1%	0%
O=C(c1ccc2c(c1)OCO2)N1CCC(C(=O)O)(c2ccccc2)CC1	1%	x	u	-12	6%	-2%	-5%
Cc1ccccc1-c1ccc2n(c1=O)C[C@H]1C[C@@H]2CN(C(=O)NC(C)C)C1	3%[174 µM]	10%[172 µM]	-20%[87.6 µM]	1	3%[87.6 µM]	i	2%[88.5 µM]
CC[C@H]1CN2CC[C@H]1C[C@@H]2CNC(=O)c1ccco1	-5%[230 µM]	8%[230 µM]	-15%[87.6 µM]	13	7%[87.6 µM]	i	2%[88.5 µM]
CCC(CC)c1cc([C@H]2CN3CC[C@H]2C[C@@H]3CNC2CCN(C(C)=O)CC2)nc(-c2ccncc2)n1	u	-13%	-1%	1	-3%	79µM*	i
COCC(=O)N1[C@H]2CC[C@@H]1c1cnc(-c3ccc(F)cc3)nc1C2	-13%	5%	34%[activator]	17	-3%	u	i
C[C@H](Nc1ncnc2nc[nH]c12)c1nc2ccc(F)cc2c(=O)n1-c1ccccc1	x	x	x	37	-23%	x	-2%
O=C(NC1CCCCC1)N1C[C@@H]2C[C@H](C1)c1ccc(C3CCCCC3)c(=O)n1C2	-22%[174 µM]	-7%[172 µM]	13%[87.6 µM]	9	-8%[87.6 µM]	-19%[172 µM]	-38%[88.5 µM]
COCC1CN(C(C)=O)CC12CCNCC2 (stereo unspecified)	-14%	-20%	46%[activator]	7	u	-5%	-17%
CN(C)CCc1ccc(O)cc1	x	x	-30%[25.6 µM]	27	45%[23.9 µM]	x	-5%
O=[S+]1([O-])NCC2(CCN(CC3CCCCC3)C2)Oc2ncccc21 (stereo unspecified)	i	x	8%	16	-8%	-8%	2%
CC(C)(O)c1cn(C[C@H]2CC3CCN2C[C@@H]3C(=O)NCc2ccccc2)nn1 (stereo partly specified)	-2%[174 µM]	2%[172 µM]	-4%[87.6 µM]	10	-10%[87.6 µM]	4%[172 µM]	-22%[88.5 µM]
CC(=O)c1ccc(NC(=O)NC[C@H]2C[C@@H]3CCN2C[C@@H]3c2cc(-c3cccs3)nc(C)n2)cc1	u	1%	20%	1	4%	89µM*	-2%
CC(=O)OC[C@]12C[C@H](O)C(C)=C[C@H]1O[C@@H]1[C@H](O)[C@@H](O)[C@@]2(C)[C@]12CO2	x	x	x	-4	u	x	i
C=C[C@H]1CN2CC[C@H]1C[C@@H]2CNCc1ccc(SC)cc1	u	-7%[172 µM]	14%[87.6 µM]	-1	-11%[87.6 µM]	89µM*	-24%[88.5 µM]
C[C@]12Cc3cn4c(nc3C=C1CCC1C2CC[C@@]2(C)[C@H]1CC[C@@]2(O)C#N)nc1ccccc14 (stereo partly specified)	x	x	-19%	x	-15%	x	-55%
COc1cc(NC(=O)OC[C@H]2C[C@@H]3CCN2C[C@@H]3c2cc(-c3ccc(N(C)C)cc3)nc(C)n2)cc(OC)c1	7.9µM*	u	u	-11	u	5.6µM*	4%
CCCN(CCC)C(=O)Cc1c(-c2ccc(Cl)cc2)nc2ccc(Cl)cn12	x	x	55%[25.6 µM]	6	-15%[23.9 µM]	x	i

Some of the entries above in a different format.
| SMILES | 3T3 cytotox | FLuc inh | SNCA expr inh | IP6K1 inh | SNCA viab count | HEK cytotox | GPT2 inh |
| --- | --- | --- | --- | --- | --- | --- | --- |
| Cn1cnc(CCN)c1 | x | x | 2% | x | 6% | x | -18% |
| O=C(NC1CCCCC1)N1C[C@@H]2C[C@H](C1)c1ccc(C3CCCCC3)c(=O)n1C2 | -22%[174 µM] | -7%[172 µM] | 13%[87.6 µM] | 9 | -8%[87.6 µM] | -19%[172 µM] | -38%[88.5 µM] |
| CCOC(=O)CC(SP(=S)(OC)OC)C(=O)OCC (stereo unspecified) | x | x | 2%[25.6 µM] | -70*! | -5%[23.9 µM] | x | u |

Further structures follow:
SMILES	3T3 cytotox	FLuc inh	SNCA expr inh	IP6K1 inh	SNCA viab count	HEK cytotox	GPT2 inh
CC(=O)Nc1ccc(-c2ccc3n(c2=O)C[C@H]2C[C@@H]3CN(C3CCN(C)CC3)C2)cc1	u	-13%[172 µM]	5%[87.6 µM]	-2	-8%[87.6 µM]	-24%[172 µM]	3%[88.5 µM]
Cc1ncc2c(n1)C[C@@H]1CC[C@H]2N1C(=O)c1ccccn1	1%	-2%	3%	24	4%	-3%	i
CCCS(=O)(=O)NC[C@H]1C[C@@H]2CCN1C[C@@H]2c1cc(C2CCCC2)nn1C	-28%[174 µM]	4%[172 µM]	u	-5	-7%[87.6 µM]	-27%[172 µM]	-17%[88.5 µM]
CCOC(=O)[C@H]1CN([S+](C)(=O)[O-])[C@]2(C)C(=O)Nc3ccccc3[C@H]12	u	x	x	-8	x	u	x
CCc1cnc(N2CCC3(CC2)C(=O)Nc2cc(OC4CCCC4)c(OC)cc23)nc1	u	0%[172 µM]	-19%[87.6 µM]	-22	8%[87.6 µM]	79µM*	-7%[88.5 µM]
O=C(Nc1ccc2c(c1)OCCO2)N1[C@H]2CC[C@@H]1c1cncnc1C2	-10%	-25%	43%[activator]	13	-2%	i	0%
CNCc1cccnc1	i	x	-15%[87.6 µM]	-1	-3%[87.6 µM]	3%[230 µM]	u
COc1c(C)cnc(CN2CCC3(C2)C(=O)N(C)C(=O)N3C)c1C (stereo unspecified)	-22%	x	-13%	-2	6%	-14%	i
C=C[C@H]1CN2CC[C@H]1C[C@@H]2CNC(=O)Nc1cccc(SC)c1	u	-1%[172 µM]	-23%[87.6 µM]	9	-4%[87.6 µM]	u	3%[88.5 µM]
COc1cccc([C@H]2CN(C(=O)Cc3cnc[nH]3)[C@@H]3C4CCN(CC4)[C@H]23)c1	2%	2%	3%	12	2%	-4%	-7%[11.5 µM]
COc1ccc(C(=O)N2CC3(CCN(C)CC3)c3cc(OC)c(OCc4ccccc4)cc32)cn1	u	-18%	u	-3	-5%	79µM*	-6%
OC[C@H]1C[C@@H](NC2CCC2)[C@H](O)[C@@H]1O	i	-6%[299 µM]	2%[87.6 µM]	-1	0%[87.6 µM]	i	i
Cc1ccccc1-c1nn2c(=O)cc(CN3CCN(C(=O)COc4ccccc4Cl)CC3)nc2s1	x	x	15%	8	-11%	x	x
C[C@H]1CCC[C@H](O)CCC/C=C/c2cc(O)cc(O)c2C(=O)O1	x	x	x	-16	-17%	x	i
CCn1ccc(C(=O)N2[C@H]3CC[C@@H]2c2cnc(C)nc2C3)n1	-5%	0%	23%	30	-1%	-22%	i
COc1ccc2c(c1OC)C(=O)O[C@H]2[C@@H]1c2cc3c(cc2CCN1C)OCO3	x	x	24%	-3	-6%	x	-1%
CN1Cc2ccccc2-n2ccnc2C12CCN(C(=O)C1(c3ccccc3)CC1)CC2	-5%	-4%	-27%	20	-7%	u	-3%
CN1C(=O)CO[C@H]2CN(Cc3cccnc3)C[C@H]21	-23%[230 µM]	2%[230 µM]	16%[87.6 µM]	0	1%[87.6 µM]	i	4%[88.5 µM]
C=CCN1CC[C@]23CCCCC2[C@H]1Cc1ccc(O)cc13 (stereo partly specified)	x	x	11%	x	-4%	x	-8%
O=C(Nc1ccccc1)N1C[C@@H]2C[C@H](C1)c1c(-c3ccccc3F)ccc(=O)n1C2	0%[174 µM]	7%[172 µM]	-2%[87.6 µM]	6	4%[87.6 µM]	4%[172 µM]	-11%[88.5 µM]
CCCN(CCC)CCc1ccc(OC)c(OCCc2ccccc2)c1	x	x	x	-3	-5%	x	-10%
O=C(O)c1cn(Cc2ccc(F)cc2Cl)nn1	0%	2%	-8%	-1	-17%	-29%	-11%
CC(C)CCN1CCN2C(=O)NC[C@H]2C1	-4%[279 µM]	-10%[299 µM]	19%[87.6 µM]	3	8%[87.6 µM]	i	0%[88.5 µM]
CC[C@H]1CN2CC[C@H]1C[C@@H]2CNC(=O)CC(C)(C)CC(=O)O	-3%[174 µM]	-5%[172 µM]	6%[87.6 µM]	6	2%[87.6 µM]	-28%[172 µM]	i
C=Cc1ccc(Cn2c(C)c(CNCCc3cc(OC)ccc3OC)c(C(=O)O)c2C)cc1	x	x	12%	-23	-24%	x	x
CCn1cc(S(=O)(=O)N2[C@H]3CC[C@@H]2c2cnc(-c4ccccc4)nc2C3)cn1	-29%	-1%	6%	4	0%	u	i
COc1cc2c(cc1OC1CCCC1)NC(=O)C21CCN(c2nc(C)cc(C)n2)CC1	u	2%[172 µM]	u	-18	-12%[87.6 µM]	89µM*	-23%[88.5 µM]
Cc1nc(-c2cccs2)cc([C@H]2CN3CC[C@H]2C[C@@H]3CNC(=O)c2ccc3c(c2)OCO3)n1	40µM*	-8%	-15%	0	-14%	u	-1%
N#CC1(c2ccccc2)CCN(C(=O)c2cn(-c3ccccc3)nn2)CC1	u	1%	10%	20	-2%	u	5%[11.5 µM]
